Bioassay records from PubChem BioAssay.
Rhodamine fluor – qHTS Assay for Spectroscopic Profiling in Rhodamine Spectral Region | actives 0.05% (n = 59,000) | max dye-equivalent concentration, M | Rhodamine-region fluorescence, 547/598 nm, Tris buffer; stronger effect = higher value; in the data active = max dye-equivalent concentration above about 11 nM; inconclusive = between about 1.1 nM and that limit
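qHTS spectral profiling of compounds without any target or enzyme present, in pH 8.0 Tris buffer; plates were read after a 15-minute room-temperature incubation using the rhodamine-region filter set.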
ERK AVP block – qHTS Assay for Inhibitors of the ERK Signaling Pathway using a Homogeneous Screening Assay | HEK293-V1b, vasopressin-stimulated pERK AlphaScreen | Potency, µM (series often up to 57.5 µM), for the others: top-dose activity, negative = inhibition, most hits filed as inhibitors | actives 0.99% (n = 72,000) | AID 995, 2007; also: potency is read from the fitted curve at half-maximal effect; % is scaled to controls: 0 for no effect and ±100 for the full control effect; nearly all actives have a fitted effect of over 55% in size
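Overnight-seeded V1b-HEK293 cells in 1% FBS got compound, then vasopressin (25 nM final, 5 min, 37C), then lysis buffer. AlphaScreen detection of phospho-ERK; activity normalized to basal and full-stimulation controls.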
Pol III holo inh – qHTS Assay for Inhibitors of DNA Polymerase III Holoenzyme System | Potency, µM (titrated, usually from 57.1 µM), for the others: at the highest dose activity change, negative = inhibition | reconstituted DNA polymerase III holoenzyme replication, biochemical | actives 0.25% (n = 71,000); also: potency is read from the fitted curve at half-maximal effect; % is scaled to controls: 0 for no effect and ±100 for the full control effect
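Reconstituted *E. coli* holoenzyme (0.35 nM Pol III, 1 nM beta, 154 nM SSB, 2 nM primase) was preincubated with compound for 15 min at RT. Synthesis on 1.4 nM ssM13Gori ran 35 min, then was stopped with PicoGreen/EDTA and read as dsDNA fluorescence.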
Texas Red fluor – qHTS Assay for Spectroscopic Profiling in Texas Red Spectral Region. Compound fluorescence, Texas Red channel, 547/618 nm; stronger effect = higher value. max dye-equivalent concentration, M. AID 587, 2007. actives 0.06% (n = 59,000); in the data active = max dye-equivalent concentration above about 10 nM; inconclusive = between about 1.1 nM and that limit
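Fluorescence at ex 547/em 618 nm, normalized against an on-plate Texas Red standard series to give dye-equivalent concentration per compound concentration. Buffer 100 mM Tris, pH 8.0; 15 min RT incubation before CCD imaging.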
CRE Fsk mod – Cell signaling CRE-BLA (Fsk stim); actives 2.5% (n = 71,000); Potency, µM (highest dose often 38.2 µM), for inactives: top-dose activity change, negative = inhibition, actives largely listed as activators; CHO CRE-bla reporter (cAMP response element driving beta-lactamase), forskolin EC10, beta-lactamase ratio; active = well fitted activation curve with a large enough effect in the signal ratio, with a control signal flat, not every such curve was filed as active; inconclusive = small, poorly fitted or top-dose-only effect, or effect the other way, or a change in a side signal; the % refers to the signal ratio; also: potency is read from the fitted curve at half-maximal effect; % of control where 0% means no effect
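Titrated compounds plus EC10 NKH 477 on CHO CRE-bla cells, 3 h, 37 °C. CCF4, 2 h RT. Ratio 460/530 nm → AC50.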
Hsp90 Hop PPI – qHTS Assay for Disrupters of an Hsp90 Co-Chaperone Interaction; Hsp90 C-terminal peptide / TPR2A (Hop) interaction, human; actives 0.44% (n = 71,000); Potency, µM (top dose mostly 57 µM), inactives show top-dose activity change, negative = inhibition; AlphaScreen TPR2A-His6 binding biotin-Hsp90 C-terminal peptide; active = well fitted curve in either direction with a large enough effect; inconclusive = small, poorly fitted or top-dose-only effect, or another doubt; also: potency is read from the fitted curve at half-maximal effect; % is scaled to controls: 0 for no effect and ±100 for the full control effect; many of its hits are not listed in these tables
ALOX15 inhib – qHTS Assay for Inhibitors of 15-hLO (15-human lipoxygenase); Polyunsaturated fatty acid lipoxygenase ALOX15 (Homo sapiens), P16050; purified 15hLO-1, xylenol orange hydroperoxide absorbance; Potency, µM (highest dose often 57.1 µM), for inactives: at the highest dose activity change, negative = inhibition, actives largely listed as inhibitors; actives 1.4% (n = 74,000); AID 887, 2007; also: potency is read from the fitted curve at half-maximal effect; % is scaled to controls: 0 for no effect and ±100 for the full control effect; nearly all actives have a fitted effect of over 55% in size
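40 nM 15hLO-1 + cpd, 15 min RT; start w/ 50 uM AA (final), 6 min RT; stop/detect w/ 200 uM XO + 300 uM Fe(II) in 50 mM H2SO4, 30 min; A573/A405. Buffer 25 mM Hepes pH 7.5, 0.01% Triton X-100. No-enzyme wells as negative control.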
Tau filament bind – qHTS Assay for Tau Filament Binding; recombinant tau filaments, thioflavin S fluorescence, 15 h; filaments grown with octadecylsulfate alongside compound; Microtubule-associated protein tau (Homo sapiens), P10636; actives 2% (n = 71,000); Potency, µM (highest dose often 57.1 µM), for the others: top-dose activity change, negative = inhibition;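 also: potency is read from the fitted curve at half-maximal effect; % is scaled to controls: 0 for no effect and ±100 for the full control effect; actives lower thioflavin S fluorescence by blocking filaments or displacing dye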
Target sequence (P10636 whole entry, looked up): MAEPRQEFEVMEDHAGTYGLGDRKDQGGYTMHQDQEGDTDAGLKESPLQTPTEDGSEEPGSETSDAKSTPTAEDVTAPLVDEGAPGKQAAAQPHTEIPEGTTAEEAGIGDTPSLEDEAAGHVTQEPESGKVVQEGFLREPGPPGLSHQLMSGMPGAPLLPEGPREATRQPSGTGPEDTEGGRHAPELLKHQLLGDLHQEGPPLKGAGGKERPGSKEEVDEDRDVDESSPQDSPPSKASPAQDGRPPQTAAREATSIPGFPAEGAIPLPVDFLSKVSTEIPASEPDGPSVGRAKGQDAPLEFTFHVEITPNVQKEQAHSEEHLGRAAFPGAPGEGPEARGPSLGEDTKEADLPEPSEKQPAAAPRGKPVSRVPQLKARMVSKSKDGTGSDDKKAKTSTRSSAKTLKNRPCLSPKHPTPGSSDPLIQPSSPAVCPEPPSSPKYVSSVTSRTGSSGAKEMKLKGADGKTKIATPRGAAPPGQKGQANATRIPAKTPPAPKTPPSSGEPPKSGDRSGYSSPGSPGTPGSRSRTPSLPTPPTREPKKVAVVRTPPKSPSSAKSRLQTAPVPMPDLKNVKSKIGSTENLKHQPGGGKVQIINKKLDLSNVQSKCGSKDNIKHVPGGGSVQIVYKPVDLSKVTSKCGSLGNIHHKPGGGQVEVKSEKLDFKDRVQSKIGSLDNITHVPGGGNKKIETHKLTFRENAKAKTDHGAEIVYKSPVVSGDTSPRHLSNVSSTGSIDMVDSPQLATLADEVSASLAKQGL
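Recombinant tau protein (human, 1 uM final) plus 30 uM ODS in HEPES pH 7.4 with NaCl, DTT and thioflavine S. Compound present from the start; fluorescence at 510 nm after 15 h, 37 C.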
HBB splicing – qHTS Assay for Modulators of Hemoglobin Beta Chain Splicing; HBB splicing reporter cell assay, activation; EGFP reporter with mutant IVS2-654 intron; response scale: normalised to 500 nM splice-correcting PNA; Potency, µM (titrated, usually from 46.1 µM), inactives show at the highest dose activation, usual class: activators; AID 925, 2007; actives 0.06% (n = 65,000); also: potency is read from the fitted curve at half-maximal effect; 0% is about no effect
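HeLa cells stably expressing EGFP interrupted by mutant beta-globin intron 2 (IVS2-654), 500/well in 2% FCS. Treated with compound for 2 days at 37C. Splicing correction scored as total well GFP intensity (488 nm excitation, 500-520 nm emission); 500 nM antisense PNA served as control.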
HADH2 inh – qHTS Assay for Inhibitors of HADH2 (Hydroxyacyl-Coenzyme A Dehydrogenase, Type II). 3-hydroxyacyl-CoA dehydrogenase type-2 (Homo sapiens), Q99714. recombinant HADH2, NADH fluorescence, beta-hydroxybutyryl-CoA. Potency, µM (series often up to 57.1 µM), for inactives: at the highest dose activity change, negative = inhibition, hits mostly inhibitors. actives 3.4% (n = 73,000). AID 886, 2007; also: potency is read from the fitted curve at half-maximal effect; % is scaled to controls: 0 for no effect and ±100 for the full control effect; nearly all actives have a fitted effect of over 60% in size; many of its hits are not listed in these tables
Target sequence (Q99714 whole entry, looked up, one chain of several): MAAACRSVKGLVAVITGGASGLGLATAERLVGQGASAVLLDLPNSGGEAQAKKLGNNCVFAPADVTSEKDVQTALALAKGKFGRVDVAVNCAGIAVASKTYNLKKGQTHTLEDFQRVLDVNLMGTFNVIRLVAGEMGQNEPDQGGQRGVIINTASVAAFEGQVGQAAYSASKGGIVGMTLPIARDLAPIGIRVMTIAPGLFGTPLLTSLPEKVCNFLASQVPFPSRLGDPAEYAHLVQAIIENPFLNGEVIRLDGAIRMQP
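E. coli-expressed His-tagged HADH2 tested at 20 nM in alkaline Tris buffer (pH 9.0); oxidation of 90 uM beta-hydroxybutyryl-CoA with 1 mM NAD+ tracked fluorimetrically for 4 min.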
FLuc inh – qHTS Assay for Inhibitors of Firefly Luciferase | purified firefly luciferase, luminescence, 8 min | actives 2.2% (n = 72,000) | Potency, µM (titrated, usually from 57.1 µM), for the others: at the top dose activity change, negative = inhibition, most hits filed as inhibitors | Luciferin 4-monooxygenase (Photinus pyralis), P08659; also: potency is read from the fitted curve at half-maximal effect; % is scaled to controls: 0 for no effect and ±100 for the full control effect; nearly all actives have a fitted effect of over 40% in size
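Substrate buffer containing 10 uM ATP (pH 7.2 imidazole, Mg2+, KCl, detergent, BSA) is dispensed, compound pinned in, then luciferase/luciferin detector mix added. After 8 min at ambient temperature, light output is measured.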
* hit, by the source's call; i = inactive; ? = inconclusive; . = no result given; [ ] = dose if it differs, or a comment. Unless noted, calls follow the shape of the dose curve; as a rule, active = well fitted curve in the direction sought with a large enough effect; inconclusive = small, poorly fitted or top-dose-only effect, or another doubt; inactive = no such curve, though single readings can be large; an effect the other way counts as inactive or inconclusive.

SMILES	Rhodamine fluor	ERK AVP block	Pol III holo inh	Texas Red fluor	CRE Fsk mod	Hsp90 Hop PPI	ALOX15 inhib	Tau filament bind	HBB splicing	HADH2 inh	FLuc inh
Nc1nonc1-c1nc2ccccc2[nH]1	i	-26%	1%	i	?	-2%	5%	-4%	0.8%	-13%	0%
CCCS(=O)(=O)N1CCCC(C(=O)N2CCC(Cc3ccccc3)CC2)C1 (stereo not given)	i	6%	-4%	i	-5%	-4%	13%	7%	-0.4%	0%	1%
COC(=O)c1ccc(C)cc1	.	20%	-5%	.	-4%	-2%	-4%	2%	0.6%	-6%	.
CC1(C)[C@@H]2CC[C@@]1(CS(=O)(=O)Nc1ccccc1)C(=O)C2	i	1%[11.5 µM]	-11%[11.4 µM]	i	18%[7.6 µM]	-2%[11 µM]	-1%[11.4 µM]	5%[11.4 µM]	1.9%[9.22 µM]	9%[11.4 µM]	2%[11.4 µM]
N=C(c1ccc2ccccc2c1)c1ccccc1Cc1ccccc1	i	-11%[11.5 µM]	-8%[11.4 µM]	i	2%[7.6 µM]	18%[11 µM]	6%[11.4 µM]	-4%[11.4 µM]	0.7%[9.22 µM]	8%[11.4 µM]	3%[11.4 µM]
Cc1ccc(C(=O)c2coc3ccc(O)c(CN4CCN(C)CC4)c23)cc1	i	26%	-4%	i	3%	-5%	2%	-14%	.	8%	3%
CCCn1c(-c2ccc(F)cc2)nc2c(NCCN3CCSCC3)nc(C)nc21	.	-12%	3%	.	?	-4%	-1%	2%	-0.7%	-3%	.
CC(C)C(=O)Nc1ccc(NC(=O)c2cccs2)cn1	i	-22%	-4%	i	-4%	1%	?	1%	-0.1%[57.5 µM]	-27%	-7%
CC1(C)CC(=O)C2=C(C1)NC(SCC(=O)Nc1ccccc1)=C(C#N)C21CCCCC1	i	?	-1%	?	11%	-2%	?	55%	2.4%[57.5 µM]	-30%	-2%
Cc1ccc(-c2csc3nc(C)n(-n4cccc4)c(=O)c23)o1	.	-24%	0%	.	6%	-4%	-6%	104%	1.0%	3%	1%
O=S(=O)(NCCC1=CCCCC1)c1cccc2nsnc12	i	-1%	-1%	?	-10%	-3%	-5%	?	-0.2%[0.369 µM]	1%	4%
CCN(CC)C(=O)C1CCCN(C/C(C)=C/c2ccccc2)C1 (stereo not given)	.	21%	-3%	.	2%	-3%	-20%	-15%	1.9%	?	3%
Cc1nnc(SCC(=O)Nc2cc(C(F)(F)F)ccc2N2CCOCC2)o1	i	?	-10%	i	14%	-1%	-12%	2%	-1.8%	?	1%
Cc1nc2cc(NC(=O)N3CCN(c4ccccn4)CC3)ccc2o1	i	-11%	-5%	i	-1%	2%	-15%	-10%	-0.1%	7%	-1%
O=c1c2cn[nH]c2nc(SCc2ccc3c(c2)OCCO3)n1-c1ccccc1	i	?	7%	i	?	?	?	13%	0.7%	2%	-1%
Cc1ccc(C2C(C#N)=C(N)SC(N)=C2C#N)c(C)c1	i	19%	6%	i	-5%	2%	?	259%	1.1%	?	1%
CCN(CC)CCn1c(OC)cc(=O)[nH]c1=O	i	-3%	-4%	?	-6%	-2%	1%	-20%	-0.6%	-6%	-3%
CSc1ccccc1NC(=O)COc1ccc(S(=O)(=O)N2CCCC2)cc1	i	-7%	1%	i	?	1%	-6%	22%	0.9%	4%	-1%
CCSc1nnc2c(n1)OC=Nc1ccc(Br)cc1-2	i	21%	-1%	i	?	-1%	-8%	-1%	-2.1%	-11%	1%
CCc1ccccc1NC(=O)c1cc(-c2cccc(O)c2)on1	.	-6%	-4%	.	-5%	-1%	-1%	83%	-0.7%	5%	-5%
Cc1ccc(C(=O)N(CC(=O)NC2CCCC2)Cc2cccs2)s1	i	-6%	-3%	i	-1%	-3%	11%	-2%	.	5%	-1%
CCc1cccc2c(-c3ccccc3)c3c(nc12)OCC3	.	2%	13%	.	?	9%	.	23%	0.1%	7%	.
Cc1nc(NC(C)C)c2oc3ccccc3c2n1	i	6%	-2%	i	12%	0%	7%	6%	-0.5%	9%	-7%
COC(=O)n1c(=O)oc2cc(S(=O)(=O)N3CCCCC3)ccc21	i	-3%	-12%	i	10%	-3%	3%	-13%	0.2%[0.369 µM]	?	1%
COC(=O)Nc1ccc(OCc2ccccc2)cc1	i	-22%	-2%	i	-4%	1%	2%	-15%	3.9%	3%	-29%

In another format: results already given.
smiles | Rhodamine fluor | ERK AVP block | Pol III holo inh | Texas Red fluor | CRE Fsk mod | Hsp90 Hop PPI | ALOX15 inhib | Tau filament bind | HBB splicing | HADH2 inh | FLuc inh
COC(=O)c1ccc(C)cc1 | . | 20% | -5% | . | -4% | -2% | -4% | 2% | 0.6% | -6% | .
CC1(C)[C@@H]2CC[C@@]1(CS(=O)(=O)Nc1ccccc1)C(=O)C2 | i | 1%[11.5 µM] | -11%[11.4 µM] | i | 18%[7.6 µM] | -2%[11 µM] | -1%[11.4 µM] | 5%[11.4 µM] | 1.9%[9.22 µM] | 9%[11.4 µM] | 2%[11.4 µM]
N=C(c1ccc2ccccc2c1)c1ccccc1Cc1ccccc1 | i | -11%[11.5 µM] | -8%[11.4 µM] | i | 2%[7.6 µM] | 18%[11 µM] | 6%[11.4 µM] | -4%[11.4 µM] | 0.7%[9.22 µM] | 8%[11.4 µM] | 3%[11.4 µM]
Cc1ccc(C(=O)c2coc3ccc(O)c(CN4CCN(C)CC4)c23)cc1 | i | 26% | -4% | i | 3% | -5% | 2% | -14% | . | 8% | 3%
CCCn1c(-c2ccc(F)cc2)nc2c(NCCN3CCSCC3)nc(C)nc21 | . | -12% | 3% | . | ? | -4% | -1% | 2% | -0.7% | -3% | .

Next compounds follow.
SMILES	Rhodamine fluor	ERK AVP block	Pol III holo inh	Texas Red fluor	CRE Fsk mod	Hsp90 Hop PPI	ALOX15 inhib	Tau filament bind	HBB splicing	HADH2 inh	FLuc inh
Cc1cc(Cl)c(S(=O)(=O)NCC2CCCO2)cc1OCC(N)=O (stereo not given)	i	?	-8%	i	?	-4%	6%	11%	-1.2%	6%	1%
CCC(=O)N1CCN(c2ccc(NC(=O)c3ccco3)cc2)CC1	i	-4%	-4%	?	-20%	-5%	7%	196%	-1.0%	-8%	-4%
Cc1cc(N2CCN(c3ccccn3)CC2)n2c(nc3ccccc32)c1C#N	i	-14%	-1%	i	?	1%	-1%	9%	.	-4%	2%
O=C(c1cc(C(F)(F)F)cc(C(F)(F)F)c1)N1CCC2(CCCN(c3ncccn3)C2)CC1	i	-14%	-7%	i	6%	4%	-14%	-10%	2.6%	6%	0%[11.4 µM]
O=C(CCc1nc2ccccc2c(=O)[nH]1)NC1CCN(Cc2ccccc2)CC1	i	3%	-3%	i	?	-3%	18%	6%	-2.6%	8%	5%
CCOc1ccc(C2CC(c3ccc(CC)cc3)Nc3nc(N)nn32)cc1 (stereo not given)	.	-17%	-5%	.	-8%	-6%	23%	-18%	-0.2%	8%	-2%
CC(=O)N1CCc2[nH]c3ccccc3c2C1	i	7%	-6%	i	-2%	-2%	0%	21%	.	-6%	0%
CCOC(=O)c1c(NC(=O)c2cc(C3CC3)on2)sc(C(C)=O)c1C	.	-8%	-10%	.	9%	3%	2%	46%	-0.2%	-5%	2%
CC(OC(=O)c1cccc(NS(C)(=O)=O)c1)C(=O)Nc1ccc(N2CCOCC2)cc1 (stereo not given)	i	10%	31%	i	-6%	-2%	-1%	?	-2.6%	30%[activator]	1%
CCOc1ccc(NC(=O)C/C(N)=N/O)cc1	i	16%	1%	i	-4%	?	-10%	-13%	0.1%	8%	2%
NC1=C2NC=N[C@@H]2N(C/C=C\c2ccccc2)C=N1	i	-7%[11.5 µM]	-10%[11.4 µM]	i	13%[7.6 µM]	-2%[11 µM]	8%[11.4 µM]	12%[11.4 µM]	1.0%[9.22 µM]	3%[11.4 µM]	0%[11.4 µM]

A portion of the library; the hit share may differ from the screen's.
